# Assay outcomes: PubChem, National Center for Advancing Translational Sciences (NCATS)
# GLA spleen mod: inhibitors or activators of human alpha-galactosidase in spleen homogenate | P06280 | human spleen homogenate, 4MU-alpha-Gal fluorescence, 40 min | Potency, µM (doses to about 80 µM), for inactives: at the highest dose activity change, negative = inhibition, hits mostly inhibitors | 240,000 tested, 0.008% active;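 note: 0% = enzyme with vehicle and -100% = no enzyme basal signal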
# Target sequence (P06280 32-429 limits assumed): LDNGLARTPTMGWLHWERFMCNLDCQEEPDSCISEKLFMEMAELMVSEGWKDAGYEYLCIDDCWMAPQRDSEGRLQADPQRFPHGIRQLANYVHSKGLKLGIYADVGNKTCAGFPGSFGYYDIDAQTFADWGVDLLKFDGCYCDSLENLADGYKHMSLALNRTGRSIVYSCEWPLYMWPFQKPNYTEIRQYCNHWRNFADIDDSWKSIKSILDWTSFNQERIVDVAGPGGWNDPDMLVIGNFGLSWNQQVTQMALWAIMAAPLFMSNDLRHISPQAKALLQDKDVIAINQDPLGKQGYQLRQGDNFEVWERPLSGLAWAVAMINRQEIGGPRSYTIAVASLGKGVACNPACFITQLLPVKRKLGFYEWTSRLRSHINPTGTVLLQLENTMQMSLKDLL
#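 Inhibition or activation of alpha-galactosidase in human spleen homogenate is scored by 4-MU fluorescence after 40 min at 37C, pH 5.0, with 1 mM substrate. AC50s come from concentration-response fitted to the Hill equation.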
# JMJD2E inh: JMJD2E (human) inhibition; B2RXH2; JMJD2E catalytic domain, FDH-coupled NADH fluorescence (FDH is formaldehyde dehydrogenase); Potency, µM (series often up to 57.1 µM), for inactives: at the top dose activity change, negative = inhibition, hits mostly inhibitors; 230,000 tested, 1.6% active; active = well fitted inhibition curve with a large enough effect, not every such curve was filed as active; inconclusive = small, poorly fitted or top-dose-only effect, or another doubt; inactive = no such curve, though single readings can be large or run the other way;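 note: 0% = wells with enzyme and -100% = buffer wells without enzyme; nearly all actives have a fitted effect of over 50% in size; many of its hits are not listed in these tables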
# GAA inhib: blocks human lysosomal alpha-glucosidase. purified human GAA, 4-MU-alpha-glucoside fluorescence. Potency, µM (series often up to 76.9 µM), without a hit: at the highest dose activity change, negative = inhibition, actives largely listed as inhibitors. 200,000 tested, 0.005% active. P10253. AID 1466;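 note: plate controls were uninhibited enzyme wells for no effect and no-enzyme background for full effect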
#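 Fluorescence at Ex 365/Em 440 nm from 4-methylumbelliferone reported enzyme activity after 20 min at room temperature. Reactions used 4 nM enzyme and 400 uM substrate at pH 5.0; curves fitted with the Hill equation.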
# RGS12 GoLoco inh: inhibitors of human Gai1-RGS12 GoLoco interaction (red fluorophore) | Potency, µM (titrated, usually from 61.6 µM), inactives show top-dose activity, negative = inhibition, most hits filed as inhibitors | 230,000 tested, 0.44% active | Gai1:RGS12 GoLoco peptide FP, rhodamine, 10 min | P63096 | AID 880; active = well fitted inhibition curve with a large enough effect, not every such curve was filed as active; inactive = no such curve, though single readings can be large or run the other way; note: % is set by controls: 0 for no effect and ±100 for the full control effect; nearly all actives have a fitted effect of over 30% in size; many of its hits are not listed in these tables
# Target sequence (P63096 whole entry, looked up): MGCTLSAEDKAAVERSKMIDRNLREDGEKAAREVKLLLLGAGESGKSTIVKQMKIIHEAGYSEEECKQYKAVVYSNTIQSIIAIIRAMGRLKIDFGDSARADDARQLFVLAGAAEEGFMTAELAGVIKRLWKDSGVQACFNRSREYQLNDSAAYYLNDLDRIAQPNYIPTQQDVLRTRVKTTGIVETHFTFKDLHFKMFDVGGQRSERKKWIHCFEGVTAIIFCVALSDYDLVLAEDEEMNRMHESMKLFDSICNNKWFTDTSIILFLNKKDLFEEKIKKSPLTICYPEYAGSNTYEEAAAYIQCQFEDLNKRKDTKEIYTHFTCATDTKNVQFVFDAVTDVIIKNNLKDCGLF
# SMN2 splice enh: enhancers of SMN2 splice variant expression. HEK293 SMN2-luciferase splicing reporter, luminescence, 30-36 h. Potency, µM (highest dose often 46.1 µM), inactives show at the top dose activity change, positive = activation, hits mostly activators. 210,000 tested, 2.8% active; note: % of control where 0% means no effect; nearly all actives have a fitted effect of over 55% in size
#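 qHTS luciferase splicing reporter: luminescence rises when SMN2 exon 7 is included in transfected HEK293 cells. Compound exposure lasted 30-36 h at 37C, with 4.5 mM final sodium butyrate as control, followed by a ONE-Glo read.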
# ALDH1A1 inh: inhibitors of human aldehyde dehydrogenase 1A1; Purified ALDH1A1, NADH fluorescence, propionaldehyde substrate; AID 1030; 220,000 tested, 7.3% active; Potency, µM (top dose mostly 75.3 µM), for the others: top-dose activity, negative = inhibition, actives largely listed as inhibitors; active = well fitted inhibition curve with a large enough effect, not every such curve was filed as active; inconclusive = small, poorly fitted or top-dose-only effect, or another doubt; inactive = no such curve, though single readings can be large or run the other way;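 note: plate controls were no enzyme wells and a reference inhibitor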
# GAA glycogen mod: inhibitors or activators of human alpha-glucosidase glycogen cleavage; P10253; recombinant GAA, glycogen substrate, Amplex Red glucose oxidase fluorescence; Potency, µM (highest dose often 76.4 µM), for inactives: top-dose activity change, negative = inhibition, usual class: inhibitors; 300,000 tested, 0.38% active; AID 2100;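 note: 0% = full enzyme reaction and -100% = no-enzyme basal signal; the screen sought inhibitors and activators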
#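 Natural-substrate format: glycogen cleavage by 4 nM human enzyme, glucose read by Amplex Red coupling (Ex 573, Em 610 nm). Normalized to enzyme and no-enzyme controls.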
# aGlu spleen mod: inhibits or activates alpha-glucosidase in human spleen homogenate; P10253; human spleen homogenate, 4-MU-alpha-glucoside fluorescence; Potency, µM (series often up to 79.9 µM), without a hit: at the top dose activity change, negative = inhibition, actives largely listed as inhibitors; 240,000 tested, 0.006% active; AID 2112;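 note: 0% = enzyme with vehicle and -100% = no enzyme basal signal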
#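 Human spleen homogenate (1 ug) with 4-methylumbelliferyl-alpha-D-glucopyranoside (1 mM final) in 50 mM citrate/phosphate pH 5.0, 0.01% Tween-20; 40 min at 37 C. Stopped at pH 10; 4-MU fluorescence Ex 365/Em 440 nm; AC50 by Hill fit.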
# The depositor's hits bear a star; ? = inconclusive; . = no result given; [ ] = dose if it differs, or a comment. Unless noted, calls come from the whole dose curve; as a rule, active = well fitted curve in the direction sought with a large enough effect; inconclusive = small, poorly fitted or top-dose-only effect, or another doubt; inactive = no such curve, though single readings can be large; an effect the other way counts as inactive or inconclusive. Potency is the fitted concentration of half-maximal effect. Not all compounds are listed; count on the stated rates, not on these rows.
SMILES,GLA spleen mod,JMJD2E inh,GAA inhib,RGS12 GoLoco inh,SMN2 splice enh,ALDH1A1 inh,GAA glycogen mod,aGlu spleen mod
Cc1sc(NC(=O)c2ccc(Cl)s2)c(C(N)=O)c1C,-3%,?,2%,14%,10µM*,?,1%,-8%
O=C(Nc1nccs1)c1cccc(S(=O)(=O)N2CCOCC2)c1,-6%,-2%,-12%,6%,-24%,?,2%,-9%
CCc1sc(N)nc1-c1ccccc1,0%,2%,3%,-23%,-10%,?,-10%,-4%
Cc1nc(N2CCC(C)CC2)c2c(C)c(C(=O)Nc3ccccc3C(F)(F)F)sc2n1,-5%,?,7%,6%,-14%,?,-20%,4%
CC(=O)Nc1ccc(Nc2nnc(-c3ccc(C)c(S(=O)(=O)NCC4CCCO4)c3)c3ccccc23)cc1 (configuration not stated),4%,2%,.,8%,.,.,3%,-1%
O=C(c1ccc([N+](=O)[O-])cc1)N1CCN=C1SCc1ccccc1,-12%,0%,1%,-2%,-13%,?,-12%,-4%
C=CC1=C2C=C(C3CC3)N(CCN3CCOCC3)C=C2C(=O)C(C)(OC(=O)c2ccco2)C1=O (configuration not stated),6%[17.5 µM],?,.,-11%[14.2 µM],-1%[9.22 µM],?,.,9%[17.4 µM]
CC(C)(C)c1ccc(OCC(=O)NNC(=O)CCc2ccccc2)cc1,-17%,6%,-3%,6%,2%,-1%,?,-12%
CCCCCCNC(=O)c1ccc(Br)o1,4%[119 µM],6%,3%,1%[88.7 µM],11%,-8%[120 µM],6%,-4%[119 µM]
Cn1c(=O)c(-c2ccccc2)nc2cncnc21,0%,.,.,15%,.,-9%,.,-10%
COc1ccc(C=O)cc1Oc1nc(Cl)ncc1F,2%,4%,?,6%,-1%,?,14%,-4%
Cc1nnc(SCC(=O)NC(=O)Nc2ccc3c(c2)OCCO3)s1,3%,-6%,0%,1%,10%,0%,7%,4%
COc1ccccc1NC(=O)CSCC(N)=O,10%,12%,3%,2%,22%,-13%,1%,-16%
O=S(=O)(NCc1ccco1)c1cccc(S(=O)(=O)N2CCCCC2)c1,0%,-1%,-2%,-6%,-6%,?,8%,1%
COc1ccc(NC(=O)c2c(NC(=O)CCC(=O)O)sc(-c3ccccc3)c2C)cc1,3%,-10%,6%,-4%,13%,8.9µM*,-7%,-3%
CCN1C(=O)C2(Nc3ccccc3-c3nc4ccccc4n32)c2cc(OC)ccc21 (configuration not stated),-17%,-10%,-2%,8%,-2%,5%,-7%,-9%
CC(C)[C@H](NS(=O)(=O)c1ccccc1)C(=O)OCC(=O)N1N=C(c2ccc(Cl)cc2)CC1c1ccco1 (some centres not stated),7%,?,-7%,-10%,-2%,-8%,-11%,-11%
Cn1ncc2c(Nc3ccccc3Cl)nc(Nc3ccccc3Cl)nc21,1%,?,-4%,-11%,.,?,9%,-1%
CCN1CCN(CC(=O)Nc2ccc3c(c2)OCCO3)C(=O)C1=O,-2%,-9%,-3%,4%,-31%[inhibitor],5%,7%,1%
Cc1cccc(CNCc2ccccc2)c1,1%,-5%,8%,2%,0%,3%,-2%,3%
CCOC(=O)c1c(NS(=O)(=O)Cc2ccccc2)sc2c1CCCC2,0%,-6%,-4%,-5%,-5%,?,?,-1%
CCSc1nc2c(c(=O)n1Cc1ccccc1)SC(C)C2 (configuration not stated),14%,2%,-11%,3%,-61%[inhibitor],?,1%,-30%
O=C(Nc1ccccc1)Nc1cccc(Cl)c1,-9%,1%,-1%,8%,15%,3%,1%,-11%
Cc1cc2nc(N=C(N)N)nc(C)c2cc1C,3%,?,-5%,14%,-39%[inhibitor],5%,5%,-2%
CCn1cc([N+](=O)[O-])c(C(=O)Nc2ccn(C34CC5CC(CC(C5)C3)C4)n2)n1,-7%,9%,-5%,14%,2%,-7%,8%,-5%
S=C(NCc1cccs1)Nc1ccc(Br)cc1Cl,8%,-5%,6%,15%,5%,?,-8%,3%
CCCC(=O)N1c2ccccc2NC2=C(C(=O)CCC2)C1c1ccc(F)cc1 (configuration not stated),9%,?,?,10%,0%,?,7%,1%
COc1ccc(-n2c(-c3ccc(C)cc3)n[nH]c2=S)cc1,-1%,-5%,5%,12%,-14%,-10%,0%,-2%
ClC1=C(Cl)C(Cl)=C(Cl)C1=C/C=C/c1ccccc1,-1%,-2%,.,4%,.,.,2%,-15%
O=C(c1ccccc1)c1nn(-c2cccc(Cl)c2)ccc1=O,3%,-11%,.,1%,.,.,-3%,-3%
Cc1cc(N2CC(C)OC(C)C2)nc(C(C)C)n1 (configuration not stated),4%,9%,4%,-1%,-7%,3%,5%,2%
Cc1cccc(Oc2cc(NC(=O)c3ccccc3)cc([N+](=O)[O-])c2)c1,-8%,-4%,-11%,-2%,-44%[inhibitor],-10%,19%,-2%
N#Cc1nc(-c2ccc(Cl)cc2)oc1NCc1cccc2c1OCO2,4%,?,-2%,-1%,16%,?,-3%,-2%
O=C1CCN(CCc2ccccc2)CCN1[C@H](CSc1ccc(Br)cc1)c1ccccc1,17%,-5%,.,13%,.,.,-10%,8%
COC(=O)c1ccc(NC(=O)c2cc3sccc3n2C)cc1,1%,?,-4%,18%,.,?,3%,-12%
CCNCCNC(=O)c1c(O)c2c([nH]c1=O)CCCC2,-11%,?,-12%,6%,-13%,-6%,-17%,0%
CCN1N=C(C)C=C(c2ccccc2)n2c1nc1ccccc12,3%,?,.,-5%,.,.,-8%,2%
Cc1ccc2nc(SCc3ccccc3)c(C=O)c(=O)n2c1,-7%,0%,-1%,12%,-24%,3%,16%,-6%
CCOC(=O)c1c(NC(=O)CSc2nnc3ccccn23)sc2c1CCC2,-4%,0%,-4%,9%,-24%,?,7%,4%
Cc1ccc(OCC(O)CN2C(=O)NC(C)(C)C2=O)cc1C (configuration not stated),6%,4%,2%,1%,0%,-3%,3%,0%
COc1ccc(CNC(=O)CN(C(=O)Cn2nnc(-c3ccccc3F)n2)c2ccc(C)cc2)cc1,-1%,0%,?,5%,.,8.9µM*,-13%,-2%
Cc1cc(C(=O)N2CCN(Cc3ccc4c(c3)OCO4)CC2)on1,18%,1%,0%,-2%,12%,6%,-1%,-16%
COc1ccccc1N1CCN(C/C(C)=C/c2ccccc2)CC1,4%,-3%,-9%,4%,18%,3%,3%,3%
Cc1ccc(-n2[nH]c(C)c(C=Nc3ccc(S(=O)(=O)Nc4nccs4)cc3)c2=O)cc1,-10%,-3%,-6%,4%,17%,-16%,10%,-14%
O=C(COC(=O)CNC(=O)c1ccccc1)Nc1ccc(Cl)cc1C(F)(F)F,-3%,6%,-10%,7%,5%,5%,5%,-19%
O=C(c1csnn1)N1CCC2(CC1)CCN(c1ccccc1)CC2,-4%,.,.,2%,-10%,13%,.,-1%
O=C(COC(=O)c1ccco1)NC(c1ccccc1)c1ccccc1,-6%,-11%,-4%,13%,-5%,-10%,6%,3%
CCNC(=O)COc1cc(C)c(Cl)c(C)c1,0%,-1%,-3%,9%,15%,-10%,12%,-4%

# Arranged by length of the SMILES (lowest first): some entries from above
SMILES,GLA spleen mod,JMJD2E inh,GAA inhib,RGS12 GoLoco inh,SMN2 splice enh,ALDH1A1 inh,GAA glycogen mod,aGlu spleen mod
COc1ccccc1N1CCN(C/C(C)=C/c2ccccc2)CC1,4%,-3%,-9%,4%,18%,3%,3%,3%
Cc1cc(C(=O)N2CCN(Cc3ccc4c(c3)OCO4)CC2)on1,18%,1%,0%,-2%,12%,6%,-1%,-16%
COc1ccc(CNC(=O)CN(C(=O)Cn2nnc(-c3ccccc3F)n2)c2ccc(C)cc2)cc1,-1%,0%,?,5%,.,8.9µM*,-13%,-2%

# Grouped by structure: the compounds so far containing an NH in an aromatic ring.
SMILES,GLA spleen mod,JMJD2E inh,GAA inhib,RGS12 GoLoco inh,SMN2 splice enh,ALDH1A1 inh,GAA glycogen mod,aGlu spleen mod
COc1ccc(-n2c(-c3ccc(C)cc3)n[nH]c2=S)cc1,-1%,-5%,5%,12%,-14%,-10%,0%,-2%
CCNCCNC(=O)c1c(O)c2c([nH]c1=O)CCCC2,-11%,?,-12%,6%,-13%,-6%,-17%,0%
Cc1ccc(-n2[nH]c(C)c(C=Nc3ccc(S(=O)(=O)Nc4nccs4)cc3)c2=O)cc1,-10%,-3%,-6%,4%,17%,-16%,10%,-14%
